Compound activity: PubChem BioAssay, Broad Institute
PvdQ inh: P. aeruginosa PvdQ acylase inhibition; purified PvdQ acylase, fluorescence plate reader; inhibition, % at 10 µM; 340,000 compounds, 0.063% hits; in the data active = inhibition above about 30%, passing the limit was not always enough; inconclusive = no clear call, values can overlap the other calls;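 note: 0% = vehicle neutral wells and 100% = reference inhibitor wells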
SR-BI DiI-HDL act: enhances SR-BI lipid uptake from DiI-HDL; CHO ldlA[mSR-BI] cells, DiI-HDL uptake fluorescence, 3 h; 100 = double the neutral-control signal; 320,000 compounds, 0.096% hits; activation, % at 12.5 µM;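 active = mean replicate activation of at least 60% and every replicate at or above 60%; inconclusive = mean or all-replicate condition met, but not both; inactive = mean below 60% and not all replicates reaching 60%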;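 note: 0% = median plate neutral-control signal and 100% = twice that signal; values of inactives mirror those of a sister screen read the other way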
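System: CHO ldlA[mSR-BI] cells / Medium: HEPES-buffered (25 mM, pH 7.4) F12 plus 0.5% BSA / Probe or stimulus: labelled HDL, 10 µg/mL / Doses: single compound concentration, delivered by pin transfer / Schedule: 3 h, 37 °C / Measured by: DiI fluorescence, bottom read / Measure: cell-associated DiI fluorescence as measure of HDL uptake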
CAL PDZ FP-1: CAL PDZ (human) peptide binding inhibition; Q9HD26; purified CAL PDZ, TMR-peptide fluorescence polarization, 1 h; inhibition, % at 24.9 µM; 300,000 compounds, 0.92% hits; AID 602252;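 active = mean inhibition of at least 30% with at least half of replicates also reaching 30%; inconclusive = no clear call, values can overlap the other calls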;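 note: 0% = DMSO neutral control and 100% = excess unlabeled competitor peptide PRC23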
Rtt109 HAT inh: C. albicans Rtt109 histone acetyltransferase inhibition; Q5AAJ8; purified Rtt109/Vps75, ThioGlo CoA-SH fluorescence, 4 h; inhibition, % at 34.9 µM; 330,000 compounds, 0.16% hits;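 active = inhibition of at least 50% in every replicate; inconclusive = best replicate reaches 50% inhibition but some replicates fall short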
Target sequence (Q5AAJ8 whole entry, looked up): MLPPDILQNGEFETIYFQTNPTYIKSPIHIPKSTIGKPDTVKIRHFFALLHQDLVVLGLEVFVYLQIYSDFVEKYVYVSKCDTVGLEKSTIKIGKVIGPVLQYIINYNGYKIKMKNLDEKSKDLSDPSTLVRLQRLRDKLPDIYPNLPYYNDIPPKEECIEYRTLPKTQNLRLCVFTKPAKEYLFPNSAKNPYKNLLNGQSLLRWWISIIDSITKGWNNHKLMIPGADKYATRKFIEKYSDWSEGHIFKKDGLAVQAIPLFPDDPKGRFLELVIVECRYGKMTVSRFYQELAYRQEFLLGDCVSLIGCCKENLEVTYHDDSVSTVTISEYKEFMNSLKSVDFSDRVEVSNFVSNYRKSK
MITF TRPM1 HTS: MITF TRPM1 promoter activation in melanoma cells | 300,000 compounds, 0.75% hits | activation, % at 12.5 µM | SK-MEL-5 TRPM1-promoter luciferase, 24 h; % of positive control, neutral wells = 0 | AID 588334;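 active = mean activation of at least 80% with every replicate also reaching 80%; inconclusive = mean reaches 80% but some replicate falls short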;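 note: 0% = neutral control wells and 100% = parthenolide positive control wells; values of inactives mirror those of a sister screen read the other way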
NSD2 inh: blocks human histone methyltransferase NSD2; inhibition, % at 12.5 µM; 310,000 compounds, 0.54% hits; NSD2 peptide methylation, AlphaScreen, 120 min; O96028; in the data active = inhibition above about 50%
CAL PDZ FP-2: human CAL PDZ-peptide interaction inhibition. Q9HD26. purified CAL PDZ, TMR-peptide fluorescence polarization, 1 h. inhibition, % at 20 µM. 330,000 compounds, 0.02% hits. AID 504414;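 active = highest replicate inhibition of at least 40%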;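 note: plate controls were DMSO neutral control wells for no effect and unlabeled competitor peptide control wells for full effect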
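Material: tagged CAL PDZ domain; buffer or medium: 25 mM sodium phosphate pH 7.4, 150 mM NaCl, TCEP, IgG, Thesit; compound dosing: single point, 20 µM; schedule: 1 h incubation at room temperature before polarization reading; measured by: FP readout, S and P plane fluorescence; read-out basis: percent inhibition from loss of millipolarization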
SR-BI DiI inh: blocks mouse SR-BI lipid uptake from DiI-HDL; ldlA[mSR-BI] CHO cells, DiI-HDL uptake fluorescence, 3 h; inhibition, % at 12.5 µM; 320,000 compounds, 0.96% hits; AID 488896;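 active = mean replicate inhibition of at least 70% and a set share of replicates each scoring 70 or more; inconclusive = meets just one of the two criteria; inactive = fails both criteria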;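 note: 0% = median of neutral control wells and 100% = median of positive control wells; values of inactives mirror those of a sister screen read the other way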
dFosB act: mouse delta FosB homodimer activation. AID 493131. 340,000 compounds, 0.99% hits. purified delta FosB, TAMRA-CDK5 oligo fluorescence polarization; percent of positive-control signal above neutral wells. activation, % at 25 µM;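 active = mean activation above about 17%, with every replicate also reaching it, limit read from the data, passing the limit was not always enough; inconclusive = only one of the two conditions met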;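 note: fluorescence polarization rise as delta FosB binds a TAMRA Cdk5 AP-1 oligo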
Target sequence (P13346 whole entry, looked up): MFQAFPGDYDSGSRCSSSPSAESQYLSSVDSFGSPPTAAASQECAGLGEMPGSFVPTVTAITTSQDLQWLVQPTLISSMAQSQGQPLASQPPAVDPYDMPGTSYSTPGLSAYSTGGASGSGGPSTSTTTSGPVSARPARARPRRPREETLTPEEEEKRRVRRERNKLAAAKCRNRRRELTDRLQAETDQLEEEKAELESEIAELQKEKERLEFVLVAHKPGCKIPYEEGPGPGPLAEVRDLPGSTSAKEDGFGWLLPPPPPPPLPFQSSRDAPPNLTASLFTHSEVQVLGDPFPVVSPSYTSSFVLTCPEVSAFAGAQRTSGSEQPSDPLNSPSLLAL
PfHsp90 set2: inhibits growth of yeast expressing Plasmodium falciparum Hsp90; 310,000 compounds, 0.32% hits; AID 504621; inhibition, % at 9.4 µM; S. cerevisiae expressing PfHsp90, BacTiter-Glo ATP, 48 h; yeast lacking PDR1 and PDR3 efflux regulators;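 active = every replicate shows inhibition above about 80%, whatever the replicate mean, limit read from the data; inconclusive = mean inhibition reaches the set limit but some replicate falls short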;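 note: 0% = DMSO neutral controls and 100% = 20 µM radicicol positive controls; yeast relying on Plasmodium falciparum Hsp90 in place of its own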
* hit, by the source's call; ? = inconclusive; · = no result given; & = joins results of further samples.

SMILES	PvdQ inh	SR-BI DiI-HDL act	CAL PDZ FP-1	Rtt109 HAT inh	MITF TRPM1 HTS	NSD2 inh	CAL PDZ FP-2	SR-BI DiI inh	dFosB act	PfHsp90 set2
COc1cccc(C=Nc2ccc3c(c2)OCCO3)c1O	6	9	1	13	-13	1	-2.1	-9	-6	-7
COc1ccc(NC(=O)c2ccc3ncsc3c2)cc1	13	-10	-3	4	?	-3	-0.5	10	-1	-61
Cc1nc2ncnn2c(C)c1CCC(=O)N1CCOCC1	-6	7	·	3	-3	-2	-0.9	-7	-1	30
CCN(CC)c1ccc(NC(=O)CSc2nc(C)cc(=O)[nH]2)cc1	1	11	·	0	·	·	-1.1	-12	-7	24
CCOc1ccc(N2CC(C(=O)NCCc3ccc(S(N)(=O)=O)cc3)CC2=O)cc1 (stereo unspecified)	-2	·	2	-13	4	1	-0.8	·	3	15
CCN(CC)C(=O)C1=C(C)NC(=O)NC1c1c(F)cccc1Cl (stereo unspecified)	7	3	-2	-15	-4	-3	-0.7	-3	0	·
CCCCC(=O)Nc1nnc(CCOC)s1	7	21	-3	9	21	6	-0.1	-21	-5	·
CCn1c(CNC(=O)Cc2ccc(OC)cc2)nnc1SCC(=O)Nc1nccs1	5	0	-2	2	-6	5	-0.5	0	-2	6
COc1c2ccoc2nc2c(OC)cccc12	-2&-16	-2	-11	4&-5	-1	1	-5.3	2	0	-19
COC(=O)c1ccc(OCC(O)CNCC(c2ccc(OC)cc2)N(C)C)c(OC)c1 (stereo unspecified)	-11	-5	·	2	15	-1	-0.6	5	-2	-2
Cc1onc(-c2ccccc2)c1C(=O)NCC1COc2ccccc2O1 (stereo unspecified)	-12	-15	1	-2	-4	-3	-0.2	15	5	7
COc1ccc(C(=O)Cn2nnc(-c3cccs3)n2)cc1	-2	9	0	2	·	-1	-1.1	-9	-10	-79

Compound profiles (already shown). Screens in order: PvdQ inh, SR-BI DiI-HDL act, CAL PDZ FP-1, Rtt109 HAT inh, MITF TRPM1 HTS, NSD2 inh, CAL PDZ FP-2, SR-BI DiI inh, dFosB act, PfHsp90 set2
`COc1ccc(NC(=O)c2ccc3ncsc3c2)cc1` reads 13, -10, -3, 4, ?, -3, -0.5, 10, -1, -61
`COc1ccc(C(=O)Cn2nnc(-c3cccs3)n2)cc1` reads -2, 9, 0, 2, ·, -1, -1.1, -9, -10, -79
`CCN(CC)c1ccc(NC(=O)CSc2nc(C)cc(=O)[nH]2)cc1` reads 1, 11, ·, 0, ·, ·, -1.1, -12, -7, 24
`COC(=O)c1ccc(OCC(O)CNCC(c2ccc(OC)cc2)N(C)C)c(OC)c1` (stereo unspecified) reads -11, -5, ·, 2, 15, -1, -0.6, 5, -2, -2
`Cc1onc(-c2ccccc2)c1C(=O)NCC1COc2ccccc2O1` (stereo unspecified) reads -12, -15, 1, -2, -4, -3, -0.2, 15, 5, 7

Next records follow:
SMILES	PvdQ inh	SR-BI DiI-HDL act	CAL PDZ FP-1	Rtt109 HAT inh	MITF TRPM1 HTS	NSD2 inh	CAL PDZ FP-2	SR-BI DiI inh	dFosB act	PfHsp90 set2
C=C1C[C@@]23CCC4[C@@](C)(CCC[C@@]4(C)C(=O)O)C2CC[C@]1(O)C3 (stereo partly specified)	4	14	6	-6	14	·	0.8	-14	5	·
COc1cccc(C(=O)N(CN2CCCC2=O)c2ccccc2OC)c1	1	·	-2	2	·	-2	-0.3	·	-2	16
CCOc1cccc2sc(N(CCCN(C)C)C(=O)c3ccc(C(=O)c4ccccc4)cc3)nc12	-12	-20	-6	?	-11	3	-5.2	20	12	-35
CC(C)C(C(=O)Nc1ccccc1)N1C(=O)c2ccccc2C1=O (stereo unspecified)	-1	-2	·	5	-14	·	-1.2	2	-9	8
CC(=O)Nc1ccc(NC(=O)CSc2ccc(-c3sc(C)nc3C)nn2)cc1	-10	-1	-12	-4	3	4	1.3	1	-4	-10
O=C(NC(=S)N1CCOCC1)C12CC3CCC(CC(C3)C1)C2	-9	12	-3	-8	-5	-3	-0.5	-12	6	28
CCN1C[C@@H]2[C@@H]3C(=O)N(C)C(=O)[C@@H]3[C@](C)(C1=O)N2C(=O)c1ccc(Cl)cc1	7	17	0	0	3	·	0.8	-17	-3	22
CCO[C@H]1OC(C(=O)Nc2ccccc2)=C[C@@H](c2cn(C(C)=O)c3ccccc23)[C@@H]1CCCO	6	8	-1	12	-9	·	0.0	-8	1	6
O=C(Cc1cn(Cc2cccc(Cl)c2)c2ccccc12)N1CCCC1	7	-23	9	-4	-1	4	-0.8	23	-4	2
CCOC(=O)c1ccc(Nc2nnc(C)c3ccccc23)cc1	-11	-4	-9	0	41	-2	-2.5	4	-18	4
CCOc1ccc(NS(=O)(=O)c2ccc(NC(=O)c3ccccn3)cc2)cc1	8	7	·	13	8	0	-1.4	-7	1	7
COCc1cc(=O)[nH]c(-c2ccccc2)n1	-22	20	3	-8	-2	-3	-1.3	-20	-2	-23
CCN(CC)C(=O)Cn1ncc2c1-c1ccccc1OC2	11	22	·	10	·	·	-1.6	-22	-4	-1
CN1CCN(c2ccc(S(=O)(=O)N3CCCCC3)cc2NC(=O)COc2cccc(Cl)c2)CC1	-5	21	-4	25	3	0	-3.7	-21	3	-24
CCC(C)n1c(SCC(=O)N(CC)c2c(N)n(Cc3ccccc3)c(=O)[nH]c2=O)nc2ccccc2c1=O (stereo unspecified)	-5	-4	24	-2	9	19	-2.6	4	-9	-6
Fc1ccccc1-n1cn[nH]c1=S	-5	6	5	-1	18	1	-2.4	-6	0	-11
CC(C)(C)SCCNC(=O)/C=C/c1ccc([N+](=O)[O-])cc1	-2	-2	-1	-3	9	0	-2.5	2	-5	6
Cc1cccc(C)c1N1CCc2cn[nH]c21	-8	4	-2	-3	-3	0	-3.7	-4	-7	2
Cc1onc(-c2ccccc2Cl)c1C(=O)N(Cc1nc(-c2ccccc2)no1)C1CCCCC1	-4	29	·	-1	-14	-4	-0.4	-29	-5	13
O=C(CSc1nnc(-c2ccncc2)n1Cc1ccco1)Nc1ccccc1Cl	-8	2	-3	-4	8	-1	-1.1	-2	-4	-6
CC(C)CNC(=S)NNC(=O)c1csc2c1CCC(C)C2 (stereo unspecified)	-13	-20	-1	-2	-3	0	-0.4	20	0	-24
COc1cc(C(=O)NCC(=O)N2CCN(S(=O)(=O)c3cc(C)ccc3C)CC2)cc(OC)c1OC	-14	-16	-2	-3	-17	1	-2.7	16	-7	7
COc1cc(OC)c(C(=O)Nc2ccncc2)cc1OC	5	-9	-8	14	11	0	-1.2	9	13	-5
CC(C)C1S/C(=N/N=C/c2cccs2)NC1=O (stereo unspecified)	-9	4	-8	-2	-6	-1	-1.7	-4	-1	24

The last 2 compounds of the section before are carried over, then new ones follow:
SMILES	PvdQ inh	SR-BI DiI-HDL act	CAL PDZ FP-1	Rtt109 HAT inh	MITF TRPM1 HTS	NSD2 inh	CAL PDZ FP-2	SR-BI DiI inh	dFosB act	PfHsp90 set2
COc1cc(OC)c(C(=O)Nc2ccncc2)cc1OC	5	-9	-8	14	11	0	-1.2	9	13	-5
CC(C)C1S/C(=N/N=C/c2cccs2)NC1=O (stereo unspecified)	-9	4	-8	-2	-6	-1	-1.7	-4	-1	24
O=C(CCN1C(=O)c2ccccc2S1(=O)=O)Nc1cccc2ccccc12	-13	-15	-5	-6	-1	-1	-2.1	15	9	-4
N#Cc1nc(COc2ccc(-c3ccccc3)cc2)oc1NCc1cccnc1	-6	12	-1	0	0	-2	-0.3	-12	-3	-13
CC1CC(Nc2ccccc2N)=CC(=O)O1 (stereo unspecified)	-1	25	-3	2	-11	7	-0.5	-25	5	1
Cc1ccccc1C(=O)Nc1ccccc1N1CCCCC1	-14	-22	-1	-4	-5	-2	-3.1	22	0	-111
CC1CCCN(C(=O)c2nn(C)c3c2CS(=O)(=O)c2ccccc2-3)C1 (stereo unspecified)	-25	3	-4	0	-1	-2	-0.1	-3	-5	-2
CC(C)n1c(-c2cccs2)nc2ccccc21	7	-46	-4	-8	2	0	0.7	46	2	10
c1ccc(-n2c(-c3ccncc3)nnc2N2CCOCC2)cc1	-3	4	-2	-3	5	-4	-1.9	-4	5	-11
CCOC(=O)NC(C(Cl)(Cl)Cl)S(=O)(=O)c1ccccc1 (stereo unspecified)	-20	3	-7	-4	-16	0	-1.1	-3	3	-3
CC(C)[C@H]1C(=O)Nc2ccccc2N1C(=O)N[C@@H](Cc1ccccc1)C(=O)N[C@H](C(=O)O)c1ccccc1	-17	-1	-3	-2	7	·	-0.3	1	-5	11
Cc1ccc(C2CC(=O)Oc3cc(C)cc(C)c32)cc1 (stereo unspecified)	8	-16	-9	-1	6	·	-0.5	16	-3	-14
COc1cc2[nH]c(=S)n(CCN3CCCCC3C)c(=O)c2cc1OC (stereo unspecified)	-8	23	-1	·	·	9	-2.5	-23	6	·
S=C(NCc1ccccc1)Nc1ccncc1	3	35	1	25	-12	-1	-2.9	-35	1	13
Cc1onc(-c2ccccc2)c1C(=O)N1CC(C)OC(C)C1 (stereo unspecified)	-9	·	-2	7	-7	-1	0.2	·	-3	-24
CC(=O)NCC(=O)OCC(=O)Nc1nc(-c2ccccc2)cs1	7	5	-1	-9	9	2	-0.5	-5	4	-7
COc1ccc(Cl)cc1NC(=S)N1CCN(C(=O)c2ccco2)CC1	5	-21	-7	-3	1	9	-1.1	21	2	12
CCOC(=O)C1CCN(Cc2ccc3ccccc3c2)CC1	5	15	3	1	·	0	-0.1	-15	-1	-8
Cc1ccc(C2N=C(N)Nc3nc(=O)c4ccccc4n32)cc1 (stereo unspecified)	-12	7	11	-1	6	-3	-0.7	-7	-3	-3
COc1ccccc1-c1cc(C(F)(F)F)nc(NCc2cccs2)n1	1	-9	-4	6	-6	2	-0.7	9	-1	-24
CCOC(=O)c1sc2nc(NC(=O)C3CCCCC3)sc2c1C	-5	2	·	-4	25	·	0.2	-2	0	12
CC1CC(C)CN(c2oc(Cc3ccccc3)nc2C#N)C1 (stereo unspecified)	-2	-13	-2	2	-5	2	-2.7	13	0	-8

Outcome played no part in choosing rows; 4.3% or so of the library scored in one or more.
